From PubChem BioAssay
GSK3beta inhib: inhibitors of human GSK3beta kinase. P49841. GST-GSK3beta kinase, ADP-Glo luminescence, 60 min; hits give low values. AID 2097. hit rate 0.038% among 300,000. activity score (negative = inhibition), % at 10 µM;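 active means more than half of replicate wells score below -50%, meaning over 50% inhibition versus plate controls; inconclusive means some replicates but at most half score below -50%; inactive means no replicate scores below -50%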;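 further: 0% = median DMSO wells and -100% = median GW8510 positive control wells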
Target sequence (P49841 whole entry, looked up): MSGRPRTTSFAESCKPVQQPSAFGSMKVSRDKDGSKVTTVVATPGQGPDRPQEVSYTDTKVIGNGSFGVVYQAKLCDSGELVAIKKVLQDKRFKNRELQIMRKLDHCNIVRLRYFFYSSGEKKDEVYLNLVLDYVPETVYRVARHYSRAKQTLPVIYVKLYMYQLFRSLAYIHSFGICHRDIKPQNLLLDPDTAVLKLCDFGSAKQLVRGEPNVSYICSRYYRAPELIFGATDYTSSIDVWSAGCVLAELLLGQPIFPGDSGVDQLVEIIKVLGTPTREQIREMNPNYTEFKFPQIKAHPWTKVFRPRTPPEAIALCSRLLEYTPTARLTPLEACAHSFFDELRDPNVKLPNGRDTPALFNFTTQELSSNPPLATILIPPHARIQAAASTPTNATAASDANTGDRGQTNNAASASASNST
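Test system: GST-fused GSK3beta enzyme, cell-free | Quantity: 1.6 ng GST-GSK3beta enzyme per well | Reagent: 25 µM ATP with peptide substrate | Schedule: 60 min enzyme reaction, room temperature | Signal: Luminescent ADP-Glo measurement of ADP formed | Read-out basis: Score relative to plate controls | Control set: DMSO and 20 µM GW8510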
aSyn UTR inh: MLPCN primary screen, SNCA 5' untranslated region | alpha-synuclein 5'UTR reporter, inhibitor activity | hit rate 0.82% among 300,000 | inhibition, % (tested at 7.5 µM); in the data active means inhibition above about 60%; inconclusive means no clear call, values can overlap the other calls;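 further: H4 neuroglioblastoma cells stably carrying SNCA 5'UTR luciferase fusion; 0% = DMSO wells and 100% = positive control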
GSK3 alpha inh: blocks human GSK-3 alpha kinase; P49840; inhibition, % at 10 µM; hit rate 0.1% among 320,000; ADP-Glo luminescence, 60 min;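 in the data active means inhibition above about 50%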;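 further: GST-tagged GSK-3 alpha with peptide substrate and 25 µM ATP; 0% = DMSO neutral wells and 100% = GW8510 positive control wells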
Target sequence (P49840 whole entry, looked up): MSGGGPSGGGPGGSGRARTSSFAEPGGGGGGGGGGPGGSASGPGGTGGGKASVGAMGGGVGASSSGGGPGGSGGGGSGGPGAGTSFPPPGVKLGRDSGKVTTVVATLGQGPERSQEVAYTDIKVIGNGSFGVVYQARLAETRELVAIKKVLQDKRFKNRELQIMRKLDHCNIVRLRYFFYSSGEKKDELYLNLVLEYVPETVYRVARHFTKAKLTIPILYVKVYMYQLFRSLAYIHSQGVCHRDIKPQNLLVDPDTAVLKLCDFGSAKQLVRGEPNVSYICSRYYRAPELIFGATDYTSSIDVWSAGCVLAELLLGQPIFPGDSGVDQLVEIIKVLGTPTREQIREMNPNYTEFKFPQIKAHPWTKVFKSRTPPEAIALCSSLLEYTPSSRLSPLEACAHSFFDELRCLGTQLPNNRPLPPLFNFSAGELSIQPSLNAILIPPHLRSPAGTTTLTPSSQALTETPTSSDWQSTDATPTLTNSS
HSF1 inh: HSF1 inhibition | NIH3T3-HGL HSE-luciferase, MG132-induced, luminescence 8 h; hits give low values | activity change, negative = inhibition, % at 7.5 µM (by protocol) | AID 2098 | hit rate 0.77% among 300,000;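 active means more than half of replicate wells show activity change below -50%, luminescence cut by over half; inconclusive means some wells, but at most half, below -50%; inactive means no replicate well below -50%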;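 further: luciferase reports HSF-1 transcriptional activity via heat shock element; 0% = median of DMSO wells and -100% = zero luminescence signal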
DYRK1A inh: inhibitors of rat Dyrk1A kinase | inhibition, % at 12.5 µM | hit rate 0.43% among 310,000 | AID 504441 | ADP-Glo luminescence, NFATc1 peptide; in the data active means inhibition above about 50%;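 further: plate controls were vehicle with enzyme for no effect and no enzyme for full effect; many of its hits are not listed in these tables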
HSP90 refold inh: inhibitors of HSP90 luciferase refolding in rabbit reticulocyte lysate; luciferase refolding luminescence, 3 h; inhibition, % at 5.6 µM; hit rate 0.91% among 290,000;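 active means inhibition above the screen-wide mean plus 3 SD, computed separately per campaign, cut at about 16% in these data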;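 further: 0% = DMSO wells and 100% = 60 µM geldanamycin wells; inhibitors lower the luminescence because luciferase stays unfolded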
KLF5 inhibitor: inhibitors of KLF5 expression | inhibition, % at 5 µM | DLD-1 KLF5 promoter-luciferase reporter, luminescence | AID 1700 | hit rate 0.23% among 290,000;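 active means inhibition above a per-plate limit of that plate's mean compound inhibition plus 3 SD, cut at about 60% in these data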;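 further: 0% = DMSO wells and 100% = LY294002 at 200 µM; higher means less KLF5 promoter-driven luciferase light; inactives centre near -14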
Platelet DG rel: modulates dense granule release in human platelets | human platelet-rich plasma, SFLLRN dense granule ATP release, luminescence | hit rate 0.22% among 300,000 | inhibition, %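 (compounds screened at 7.5 µM in platelet-rich plasma)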;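 active means mean replicate score, as percent of positive control, at or above 50; inconclusive means mean below 50 but at least one replicate at or above 50; inactive means mean and every replicate below 50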
IEC-6 cytotox: counter-screen for KLF5 inhibitors: cytotoxicity in IEC-6 cells; hit rate 0.78% among 290,000; AID 1825; IEC-6 cytotoxicity, luminescence viability; inhibition, % at 5 µM; in the data active means inhibition above about 22%;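 further: 0% = plate median of test compound wells and 100% = cytotoxic reference compound wells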
HSF-1 act: increases HSF-1 driven luciferase reporter signal; NIH3T3-HGL HSF-1 luciferase reporter, MG132, 8 h; 100% = twice DMSO control signal; activation, % at 9 µM; hit rate 1.7% among 300,000;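 active means mean replicate activation of at least 50% with a set share of replicates each reaching 50%; inconclusive means only one of those two conditions met; inactive means mean below 50% and too few replicates reaching it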;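 further: 0% = median of the neutral control wells and 100% = twice that signal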
Active calls of the source: *; ? = inconclusive; · = no result given. These rows are one share of the data, so the mix of outcomes need not match the whole.

Every second line gives: GSK3beta inhib, aSyn UTR inh, GSK3 alpha inh, HSF1 inh, DYRK1A inh, HSP90 refold inh, KLF5 inhibitor, Platelet DG rel, IEC-6 cytotox, HSF-1 act
CCN(c1ccccc1)S(=O)(=O)c1ccc(NC(=S)NC(=O)c2ccc(Br)o2)cc1
  3, -38, ·, 6, -3, -1, -6, -1, -4, 45
CCOc1nc(CC)nc(NC(=O)NS(=O)(=O)c2ccccc2Cl)n1
  3, -11, 5, -1, 0, 4, -22, 2, 5, -8
COC(=O)C1=C(C)NC(C)=C(C(=O)OCC2CCCO2)C1c1cccc(Br)c1 (stereo not drawn)
  -1, 0, -3, 15, 10, 0, 2, 9, 4, 4
CC(C)(C)c1ccc(COC(=O)CN2C(=O)NC3(CCCC3)C2=O)cc1
  3, -11, 0, -1, 5, ·, ·, 2, ·, 3
COc1cccc(/C=C/C(=O)OCC(=O)Nc2ccccc2Sc2ccccc2)c1
  1, 8, 1, 2, 2, 5, -26, 0, 10, 11
Cc1ccc(CSC2=CS(=O)(=O)c3ccccc3N2)cc1
  2, -43, 0, 0, -2, 2, -23, 2, -4, -15
COCCN1C(=O)c2oc3cc(C)c(C)cc3c(=O)c2C1c1ccc(O)cc1 (stereo not drawn)
  0, -16, 0, 2, -2, -4, -30, -4, -1, 0
COc1ccc(S(=O)(=O)Nc2nc3ccccc3s2)cc1
  0, -4, -3, -2, -6, -2, -8, 1, -4, 6
Cc1cccc(NC(=O)c2ccccc2OCC(=O)N2CCCC2)c1C
  -1, 3, 3, 2, ·, 1, -27, 1, 5, -6
CC(=O)Nc1ccc(S(=O)(=O)NCCc2csc(-c3cccnc3)n2)cc1
  -2, 2, 0, 0, 0, 1, -23, -9, -6, 18
CCC(C)[C@H](NC(=O)N1CCCC1)C(=O)O (stereo partly drawn)
  0, 36, -1, 3, 1, 3, -23, -3, 3, -2
Cc1ccc2nc3n(c(=O)c2c1)CCC3
  -2, 6, 1, -7, 2, -2, -29, 17, -4, 3
CCOc1ccccc1NC(=O)C(Sc1nnnn1C)c1ccccc1 (stereo not drawn)
  0, 9, -3, -5, 11, 8, 1, -6, -2, -14
COc1ccc(NC(=O)C2CCN(C(=O)Cc3ccccc3)CC2)c(OC)c1
  -2, 10, 1, -2, 0, 3, -11, -2, 1, -4
COc1ccc(C(CCN2CCOCC2)c2c(O)cc(OC)cc2OC)cc1 (stereo not drawn)
  -1, 8, 3, -11, 5, ·, ·, -4, ·, -10

Some of these compounds in order of their number in HSF-1 act, low to high.
smiles	GSK3beta inhib	aSyn UTR inh	GSK3 alpha inh	HSF1 inh	DYRK1A inh	HSP90 refold inh	KLF5 inhibitor	Platelet DG rel	HSF-1 act
COc1ccc(C(CCN2CCOCC2)c2c(O)cc(OC)cc2OC)cc1 (stereo not drawn)	-1	8	3	-11	5	·	·	-4	-10
Cc1ccc2nc3n(c(=O)c2c1)CCC3	-2	6	1	-7	2	-2	-29	17	3
COC(=O)C1=C(C)NC(C)=C(C(=O)OCC2CCCO2)C1c1cccc(Br)c1 (stereo not drawn)	-1	0	-3	15	10	0	2	9	4
COc1ccc(S(=O)(=O)Nc2nc3ccccc3s2)cc1	0	-4	-3	-2	-6	-2	-8	1	6

Only KLF5 inhibitor, HSF1 inh and HSP90 refold inh (2 entries from above):
mol	KLF5 inhibitor	HSF1 inh	HSP90 refold inh
CC(C)(C)c1ccc(COC(=O)CN2C(=O)NC3(CCCC3)C2=O)cc1	·	-1	·
COc1cccc(/C=C/C(=O)OCC(=O)Nc2ccccc2Sc2ccccc2)c1	-26	2	5

Additional structures follow.
Every second line gives: GSK3beta inhib, aSyn UTR inh, GSK3 alpha inh, HSF1 inh, DYRK1A inh, HSP90 refold inh, KLF5 inhibitor, Platelet DG rel, IEC-6 cytotox, HSF-1 act
CCSc1nnc(NC(=O)c2ccccn2)s1
  -1, 67*, -3, 43, 7, 13, -155, 1, 47*, ?
CCOCCCNC(=O)c1cn(C)c2ccc(S(=O)(=O)N3CCCC3)cc2c1=O
  1, -17, -1, -2, -11, 1, -14, -7, 4, -9
CC(=O)Nc1ccc(C(=O)OCCCOC(=O)c2ccc(NC(C)=O)cc2)cc1
  2, -6, -1, 3, -1, -3, -36, 8, -7, 4
O=C(O)C1CC=CCC1C(=O)N1CCCC1 (stereo not drawn)
  -22, 4, ·, -10, 1, -3, -17, 5, 3, -15
O=C(Nc1ccccc1)Nc1ccc(C(=O)N2CCCC2)cc1
  0, 3, ·, 13, 11, 22*, -32, 58*, 20, 44
O=C(NCC1CCCO1)C(c1ccc(N2CCOCC2)cc1)N(C(=O)Cn1nnc2ccccc21)c1ccccc1F (stereo not drawn)
  1, -25, 0, 12, 2, 1, -37, 0, 0, 25
O=C(NCCN1CCOCC1)C1CCN(c2ncnc3c2sc2cccc(F)c23)CC1
  0, 4, -2, 4, 16, 1, -22, 5, -8, 12
C[C@@H]1CC=C[C@H]2[C@H]1C(=O)N(Cc1ccccc1)[C@H]2c1cccc([N+](=O)[O-])c1
  -2, -7, -2, -1, -8, ·, ·, -5, ·, 8
Cc1ccc(C)c(C2=CSC3=NS(=O)(=O)CCN23)c1
  -2, 1, -1, -8, -1, 0, -1, 0, 3, -8
C/C=C/C=C/C(=O)Nc1cccc(C2=NOC3(C2)C[C@H](C(N)=O)N(C(=O)CC(c2ccccc2)c2ccccc2)C3)c1 (stereo partly drawn)
  -1, 6, -4, -4, ·, ·, ·, -3, ·, 0
Cc1ccc(CN2C(=O)CCC2C(=O)NCCCN2CCOCC2)cc1 (stereo not drawn)
  0, -8, 2, 2, 0, 3, 4, 10, 1, -7
CN(CC(=O)Nc1ccc(OC(F)(F)F)cc1)S(=O)(=O)c1cnc[nH]1
  1, -11, -13, -2, 1, -5, -40, -5, 3, -7
O=C(Cc1ccccc1)Nc1nnc(-c2ccccc2)o1
  2, -14, 1, 2, -5, 1, -14, -17, -9, -2
CC(C)N(C)CCOC(=O)C1COc2ccccc2O1 (stereo not drawn)
  -1, -16, 1, 1, -1, -3, -13, -16, -6, -2
CC(=O)c1c(C)n([O-])c2ccccc2[n+]1=O
  -4, 15, 1, 1, -3, 5, -51, 1, 4, -11

Further entries
structure,GSK3beta inhib,aSyn UTR inh,GSK3 alpha inh,HSF1 inh,DYRK1A inh,HSP90 refold inh,KLF5 inhibitor,Platelet DG rel,IEC-6 cytotox,HSF-1 act
O=C(NC12CC3CC(CC(C3)C1)C2)c1cccc([N+](=O)[O-])c1,0,1,6,-2,0,6,0,-5,1,18
COc1ccccc1NC(=O)Cc1csc(NC(=O)c2ccccc2)n1,-4,11,0,1,-1,1,0,-1,6,9
O=C(CSc1nc(O)cc(=O)[nH]1)N1CCCc2ccccc21,4,3,0,1,0,2,-8,0,2,-2
COc1ccc(N2C(=NC(=O)CCC3CCCC3)SC3CS(=O)(=O)CC32)cc1 (stereo not drawn),2,12,5,-1,-1,-7,-9,-4,0,-2
O=C(c1ccc([N+](=O)[O-])o1)N1CCN(c2nc3ccc(F)cc3s2)CC1,0,-108,0,15,-1,·,·,·,·,13
O=C(Cc1c(F)cccc1Cl)Nc1ccc(-n2cnnn2)cc1,1,·,1,·,4,-7,-2,·,-1,·
O=C1/C(=C\c2ccco2)NC(=S)N1c1ccccc1,1,-84,4,-1,5,2,-14,0,-8,30
CC1(C)Oc2ccc3ccc(=O)oc3c2/C(=C/Nc2ccc(O)cc2)C1=O,1,3,-1,-18,-2,2,-44,2,-4,-9
Cc1ccccc1N1C(=O)C2C3CC(=O)C(c4ccccc43)C2C1=O (stereo not drawn),0,21,0,-2,-2,-4,8,2,-2,-7
O=C(Nc1ccc(Cl)cc1Cl)NC1CCCC1,-4,-74,·,6,-1,-1,-14,-1,1,19
COc1cc(-c2noc(C)c2C#Cc2ccccn2)cc(OC)c1OC,2,86*,1,-10,6,-1,62*,14,82*,-20
CN1CCN(S(=O)(=O)c2ccc(Br)s2)CC1,2,-8,-1,-6,-2,0,-26,3,0,-4
CCSc1nnc(-c2ccccc2N)c(=O)[nH]1,1,-67,-3,6,11,2,-35,4,0,37
O=S(=O)(c1cccc(S(=O)(=O)N2CCCC2)c1)N1CCCCC1,2,-8,1,-7,6,0,4,3,5,-6
O=C1CC2(CC(c3ccc(Cl)cc3)=NO2)C(=O)N1c1ccccc1 (stereo not drawn),0,·,-1,·,-6,0,-2,·,-2,·

Remaining list, next part:
structure,GSK3beta inhib,aSyn UTR inh,GSK3 alpha inh,HSF1 inh,DYRK1A inh,HSP90 refold inh,KLF5 inhibitor,Platelet DG rel,IEC-6 cytotox,HSF-1 act
CC(=O)N1CCc2c(sc(NC(=O)C3CCCN3S(=O)(=O)c3cccs3)c2C(N)=O)C1 (stereo not drawn),1,7,5,-8,18,·,·,-25,·,-3
CCOc1cc(N2CCOCC2)c(OCC)cc1NC(=O)c1ccc(NC(C)=O)cc1,1,-5,-1,-3,3,-5,-39,-1,-1,-10
CCNc1nc(NCC)nc(C(=O)Nc2ccccc2)n1,0,14,-3,4,5,-4,-39,25,3,6
O=C(c1ccco1)N1CCN(c2cc(N3CCOCC3)c(F)cc2[N+](=O)[O-])CC1,0,19,0,1,0,1,-18,-1,9,-6
O=C(NCc1ccco1)c1ccc2c(c1)N(Cc1ccccc1)C(=O)CS2,0,3,1,6,-3,6,7,-8,3,5
O=C(O)C1C2CC2CN1C(=O)c1ccc(Cl)cc1Cl (stereo not drawn),1,-12,-4,-8,-2,-2,-6,1,-3,3
